GLS inh: glutaminase GLS (human) inhibition. Potency, µM (highest dose often 45.5 µM), for inactives: top-dose activity change, negative = inhibition, actives largely listed as inhibitors. 410,000 compounds, 0.21% hits. GLS enzymatic activity, qHTS titration. O94925; active = well fitted inhibition curve with a large enough effect; inconclusive = small, poorly fitted or top-dose-only effect, or another doubt; inactive = no such curve, though single readings can be large or run the other way; note: potency is the fitted concentration of half-maximal effect
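Compounds were pin-transferred onto hKGA, after which L-glutamine (1 mM solution) and a detection mix of glutamate oxidase, HRP and Amplex Red were added. Initial and 30 min RT fluorescence reads were collected.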
PI4K2A block: inhibitors of human PI4K2A | Q9BTU6 | purified PI4K2A, ADP-Glo luminescence, 1 h; active compounds read low | activity change, negative = inhibition, % at 76.9 µM | 420,000 compounds, 0.13% hits; in the data active = activity change below about -50%; inconclusive = mostly about -30% to -49%;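 note: -100% = wells without enzyme as full effect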
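ADP-Glo luminescence measured ADP generated by PI4K2A enzyme (4 ug/mL before mixing) with 1.2 mM PI substrate (pre-mix) and 300 microM ATP (pre-mix). Tris pH7.5 buffer with MgCl2, Triton X-100; 1 h reaction at ambient temperature.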
Numbers without * were called inactive; ? = inconclusive; [ ] = dose if it differs, or a comment. Unless noted, % is set by controls: 0 for no effect and ±100 for the full control effect.

| SMILES | GLS inh | PI4K2A block |
| --- | --- | --- |
| CN(Cc1ccccc1)C(=O)Nc1c(Cl)cccc1Cl | -25.3% | 2.5 |
| COC(=O)[C@]12CCCCC=C1N(CCC1=CCCCC1)C(=O)[C@H](CC(=O)NCc1ccc(OC)c(OC)c1)C2 | 1.7% | 4.3 |
| Cc1ccc(NC(=O)C2(C)CCN2C(=O)Cc2ccccc2)cc1C (stereo unspecified) | -6.7% | 2.9 |
| CCOC(=O)[C@]12CCCC=C1N(Cc1ccc(Cl)cc1Cl)C(=O)[C@H](CC(=O)N1CCOCC1)C2 | -4.2% | -1.3 |
| CCCNC(=O)C1(C)CCCN(Cc2ccc(C(=O)OCC)o2)C1 (stereo unspecified) | -5.9% | 6.6 |
| CC1=C(C(=O)N(C(C)C)C(C)C)CC(CC(=O)NCC2CCCCC2)C(=O)N1Cc1ccccc1 (stereo unspecified) | -5.7% | -0.2 |
| O=S1(=O)CC(N2CCSCC2)CN1Cc1cn(Cc2ccc(C(F)(F)F)cc2)nn1 (stereo unspecified) | -1.6% | -0.8 |
| COC(=O)[C@]12CCCCC=C1N(Cc1cccc3ccccc13)C(=O)[C@H](CC(=O)NCCCN1CCCC1=O)C2 | -1.8% | 3.8 |
| CNc1nc(Nc2ccc(C)cc2C)c2sccc2n1 | -21.6% | 0.1 |
| CC(=O)Nc1ccc(-c2ccnc3c2CC(C(=O)Nc2ccc(Cl)c(C(F)(F)F)c2)O3)cc1 (stereo unspecified) | 1.0% | 5.1 |
| CC(C)[C@@H]1Cc2[nH]c(=S)[nH]c(=O)c2[C@H](CCc2ccccc2)O1 | 0.9% | -1.2 |
| O=C1NC[C@H](CCCCN2C[C@H](Cc3ccc(O)cc3)N(CCC3CCCCC3)C(=O)C2=O)N(CC2CCCCC2)C1=O | 5.4% | 8.0 |
| CC(C)(C)c1ccc(C(O)c2ncc(-c3ccccc3F)[nH]2)cc1 (stereo unspecified) | 2.0% | -5.7 |
| CCCCC1Cc2[nH][nH]c(=O)c2C(c2ccc(Cl)cc2)O1 (stereo unspecified) | 15.1% | -10.1 |
| CCOC(=O)[C@]12CCC=C1N(Cc1ccc3c(c1)OCO3)C(=O)[C@H](CC(=O)NCC13CC4CC(CC(C4)C1)C3)C2 | -14.0% | 2.2 |
| CCc1nc2ccc(C(=O)N(C)Cc3ccco3)cn2c1N(C)Cc1ccc(OC)cc1 | 16.4% | -12.0 |
| CCCCN(C=O)c1c(CC)nc2c(OCCOc3ccc(F)cc3)cccn12 | -3.8% | 0.0 |
| COC(=O)CCCn1cc(CN2CC(N3CCN(C)CC3)CS2(=O)=O)nn1 (stereo unspecified) | 12.8% | -8.6 |
| O=C1Cc2cc(S(=O)(=O)N3CCN(c4ccc(C(=O)O)cc4)CC3)ccc2N1 | 24.5% | -3.7 |
| CC1(C(=O)NS(=O)(=O)c2cccc(C#N)c2)CCN1C(=O)c1ccco1 (stereo unspecified) | 7.6% | -4.3 |
| Cc1oc(-c2cccs2)cc1C(=O)N1CCCC(C)(C(=O)O)C1 (stereo unspecified) | -0.2% | -3.0 |
| CC(C)(C)C(=O)c1c(N)[nH]c(C(=O)c2ccccc2)c1-c1c(F)cccc1F | 9.3% | -1.3 |
| O=C(NC1CCCCC1)C(C1CC1)N1CCc2ccccc2C1 (stereo unspecified) | 0.2% | -2.2 |
| CCCNC(=O)C1(C)CCN(C(=O)c2ccc(F)cc2Cl)C1 (stereo unspecified) | 2.3% | 0.5 |
| COCCNC(=O)C1(C)CCN(C(=O)c2ccc3sccc3c2)C1 (stereo unspecified) | 3.1% | 0.7 |
| CC1(C(=O)NC2CCCCC2)CCC(=O)N1CC(F)(F)F (stereo unspecified) | 2.2% | -2.5 |
| COc1ccc(NC(=O)c2cc(-c3cc(F)ccc3OC)n[nH]2)cc1OC | 0.1% | 2.4 |
| Cc1cc(C)n2c(NCc3ccccc3)c(CC(C)C)nc2n1 | 52.3%[activator] | 7.0 |
| CCCC[C@@H]1Cc2[nH][nH]c(=O)c2[C@@H](c2ccc(Cl)cc2)O1 | -4.6% | -5.8 |
| CC1(C(=O)N2CCCCC2)CCN1C(=O)C1(c2ccccc2)CC1 (stereo unspecified) | 2.3% | 4.3 |
| CCOC(=O)[C@]12CCCC=C1N(Cc1cccc3ccccc13)C(=O)[C@H](CC(=O)NCCCN1CCCC1=O)C2 | 1.5% | -4.8 |
| Cc1c(C(=O)NCc2ccc(Cl)c(Cl)c2)sc(=O)n1Cc1ccc(C(=O)N(C)C)cc1 | 10.2% | -1.8 |
| C[C@@H]1O[C@H](C2CC2)Cc2[nH]c(=S)[nH]c(=O)c21 | -1.0% | -1.5 |
| CC1(C(=O)Nc2ccc3c(c2)OCCO3)CCC(=O)N1C1CC1 (stereo unspecified) | 4.1% | -1.8 |
| NC(c1csc(Nc2cc(NCCCO)ncn2)n1)c1ccccc1Cl (stereo unspecified) | -4.0% | 1.0 |
| OCCCNc1ncnc2c1ncn2[C@H]1CN(Cc2ccc(Cl)cc2)C[C@@H](CO)O1 | 5.2% | -0.3 |
| CCCC(C)(C)C(=O)N1CCC1(C)C(=O)NS(=O)(=O)c1ccc(Br)cc1 (stereo unspecified) | 10.5% | -8.2 |
| O=C1OC(c2cccs2)Sc2ccccc21 (stereo unspecified) | 10.3% | 3.3 |
| COc1ccc(C(O)c2ncc(-c3ccc(Cl)cc3)[nH]2)cc1 (stereo unspecified) | -3.0% | 8.4 |
| CCc1nc2ccc(C(=O)NC3CCN(Cc4ccccc4)CC3)cn2c1N(C)Cc1ccc(N(C)C)cc1 | 5.9% | 3.5 |
| CC(C)(C)C(=O)Oc1ccc(S(=O)(=O)Nc2ccccc2C(=O)NCC(=O)O)cc1 | -5.5% | 3.1 |
| CCCCC[C@H](C)N1C[C@H](COCc2ccccc2)Oc2cc(N3CCC[C@@H]3CO)ccc2S1(=O)=O | 0.1% | -0.8 |
| CC1(C(=O)NCc2ccccc2Br)CCN1Cc1ccc2ccccc2c1 (stereo unspecified) | 0.9% | 0.5 |
| COc1cccc(NC(=O)C2(C)CCN2C(=O)Cc2ccc(-c3ccccc3)cc2)c1 (stereo unspecified) | 0.5% | -1.4 |
| O=C1c2ccccc2C(c2nnnn2-c2ccc3c(c2)OCCO3)N1CCCN1CCOCC1 (stereo unspecified) | 3.8% | -3.3 |
| COc1ccc(C(C)C)cc1-c1cncc(NC(C)=O)n1 | 0.1% | -8.7 |
| CC1(C(=O)NS(=O)(=O)c2cccc(OC(F)F)c2)CCN1C(=O)c1ccco1 (stereo unspecified) | 2.6% | -1.8 |
| CCOC(=O)C1=C[C@@H](C(C)(C)C)N(S(=O)(=O)c2ccc(OC)cc2)[C@H]1c1ccccc1 | -11.4% | 1.3 |
| CC1(C(=O)NCCC#N)CCN1C(=O)C1(c2ccccc2)CCCC1 (stereo unspecified) | 15.9% | -2.5 |
| CCCS(=O)(=O)NC(=O)C1(C)CCN(C(=O)Cc2ccc(F)cc2)C1 (stereo unspecified) | 1.1% | -0.1 |

The list continues.
| SMILES | GLS inh | PI4K2A block |
| --- | --- | --- |
| Cc1cc(C(O)c2ncc(-c3ccc(Cl)cc3)[nH]2)ccc1F (stereo unspecified) | 3.7% | -0.4 |
| CC(C)(C)c1ccccc1NC(=O)Nc1nc(C(N)Cc2ccc(F)cc2)cs1 (stereo unspecified) | 6.0% | -3.0 |
| CCCC(C)(C)C(=O)N1CCC1(C)C(=O)Nc1ccc2c(c1)OCCO2 (stereo unspecified) | 2.6% | -1.6 |
| Cc1c(C(=O)NCc2ccc3c(c2)OCCO3)sc(=O)n1Cc1ccccc1C(F)(F)F | 4.7% | -1.3 |
| C#Cc1cccc(Nc2nc(NCc3ccccc3OC)nc3ccsc23)c1 | 14.8% | -2.3 |
| O=C1NC[C@@H](CCCCN2C[C@H](Cc3ccc(O)cc3)N(CC3CCCCC3)C(=O)C2=O)N(CC2CCCCC2)C1=O | 12.4% | -1.2 |
| CCc1nc2c(OCc3ccc(F)cc3)cccn2c1N(C)C(=O)c1ccco1 | 2.1% | 3.1 |
| CCOc1ccccc1-c1cc(NC)ncn1 | 3.4% | -0.4 |
| Cc1ccc(Cc2c(C3CCCCC3)nc3cc(C)c(Br)c(C)n23)cc1 | -4.5% | -11.2 |
| COc1cc2cc(C(=O)NCCc3c[nH]c4ccccc34)c(N)nc2cc1OC | -1.0% | 2.4 |

Retrieved by structure from the entries so far, 5 records:
| SMILES | GLS inh | PI4K2A block |
| --- | --- | --- |
| Cc1c(C(=O)NCc2ccc3c(c2)OCCO3)sc(=O)n1Cc1ccccc1C(F)(F)F | 4.7% | -1.3 |
| C#Cc1cccc(Nc2nc(NCc3ccccc3OC)nc3ccsc23)c1 | 14.8% | -2.3 |
| COc1cc2cc(C(=O)NCCc3c[nH]c4ccccc34)c(N)nc2cc1OC | -1.0% | 2.4 |
| Cc1ccc(Cc2c(C3CCCCC3)nc3cc(C)c(Br)c(C)n23)cc1 | -4.5% | -11.2 |
| Cc1cc(C(O)c2ncc(-c3ccc(Cl)cc3)[nH]2)ccc1F (stereo unspecified) | 3.7% | -0.4 |

The list continues.
| SMILES | GLS inh | PI4K2A block |
| --- | --- | --- |
| CCCCN(C)C(=O)c1sc(=O)n(Cc2c(C)cccc2C)c1C | -19.9% | 2.6 |
| COCCCN1C(=O)C(CC(=O)NCCN2CCOCC2)CC(C(=O)N2CCCCCC2)=C1C (stereo unspecified) | -13.3% | 3.2 |
| CCOC(=O)C1=CCN(S(=O)(=O)c2ccccc2F)C1c1cccc(Br)c1 (stereo unspecified) | -5.8% | -0.4 |
| CCCCN(C)C(=O)c1sc(=O)n(Cc2ccccc2F)c1C | -18.5% | -0.7 |
| OC[C@H]1O[C@@H](c2nc(-c3ccc4[nH]ccc4c3)no2)[C@H](O)[C@@H](O)[C@H]1O | 6.2% | -1.7 |
| O=C(NCc1ccncc1)C1Cc2c(-c3ccc4c(c3)OCO4)ccnc2O1 (stereo unspecified) | 4.5% | -6.5 |
| Cc1cccc(C)c1-n1nnnc1C(c1ccnc2ccccc12)N1CCN(C(=O)OCc2ccccc2)CC1 (stereo unspecified) | -8.0% | 3.4 |
| O=C(Nc1ccc(C(O)c2ccccc2)cc1)[C@@H]1O[C@H](CO)[C@@H](O)[C@H]1O (stereo partly specified) | 1.0% | -0.9 |
| CCOC(=O)[C@]12CCCC=C1N(Cc1ccco1)C(=O)[C@H](CC(=O)NCc1cccc(C(F)(F)F)c1)C2 | -0.8% | 1.2 |
| Cc1cc(C(=O)N2CCC2(C)C(=O)Nc2cc(C(C)(C)C)nn2C)nn1C (stereo unspecified) | -3.9% | 0.1 |

More structures.
Values run as follows: GLS inh | PI4K2A block
CNc1ncnc2c1ncn2[C@H]1CN(Cc2ccc(OC)cc2)C[C@@H](CO)O1
    0.9% | -0.9
COc1ccc(S(=O)(=O)NC(=O)C2(C)CCN2C(=O)c2ccccc2CCc2ccccc2)cc1 (stereo unspecified)
    -4.1% | -0.7
CN(C)CCNc1ncnc2c1ncn2[C@H]1CN(Cc2ccc(-c3ccccc3)cc2)C[C@@H](CO)O1
    -8.7% | 5.6
CC1(C(=O)NS(=O)(=O)c2ccccc2C(F)(F)F)CCN1C(=O)CCc1ccccc1 (stereo unspecified)
    13.5% | 0.5
CCCCCCCCN1C(=O)[C@H](CC(=O)N2CCCC2)C[C@@]2(C(=O)OCC)CCCC=C12
    0.7% | -1.6
OC[C@@H]1CN(Cc2cccnc2)C[C@H](n2cnc3c(N4CCCC4)ncnc32)O1
    3.3% | -2.3
CCOc1cc(NC(C)=O)ccc1C(=O)OC
    -7.6% | -2.6
CSc1ccccc1CNC(=O)C1(C)CCCN1CC(C)C (stereo unspecified)
    -1.4% | -0.4
CCc1nc2ccc(C(=O)NCCN3CCOCC3)cn2c1N(C)Cc1ccc(OC)cc1
    0.0% | -3.1
CCOC1=C2[C@@H](CN(S(=O)(=O)c3ccc(C)cc3)[C@H]2c2ccccc2Cl)[C@H]2C(=O)NC(=O)[C@H]2C1
    3.2% | -2.2
COCCNC(=O)C1(C)CCN(Cc2ccc3ccccc3c2Br)C1 (stereo unspecified)
    17.8% | 2.7
CC1(c2nnnn2Cc2ccccc2)CCC(=O)N1CCOc1ccccc1 (stereo unspecified)
    -17.3% | 0.9
CC(=O)NC(c1cccc(F)c1)c1nc(-c2cccc(C(F)(F)F)c2)cs1 (stereo unspecified)
    0.6% | -2.5
CC(C)c1ccccc1NC(=O)Nc1nnc([C@@H]2C[C@H](O)[C@@H](CO)O2)s1
    4.0% | -2.0
Nc1cc(N)cc(C(=O)c2ccccc2)c1
    53.8%[activator] | ?
O=C(Nc1ccccc1)c1cc(C2COCCN2C(=O)c2ccccn2)on1 (stereo unspecified)
    5.3% | 0.5
O=C(CC[C@H]1O[C@@H](n2cnc3c(NC(=O)c4ccccc4)ncnc32)[C@H](O)[C@@H]1O)NCC1CCCO1 (stereo partly specified)
    3.6% | 1.7
CCOC(=O)C1(C)CCCCN1C(=O)c1ccccc1OC (stereo unspecified)
    -0.9% | 1.7
COc1cccc(C(NC(C)=O)c2nc(-c3ccoc3)cs2)c1 (stereo unspecified)
    -10.3% | -7.5
COC(=O)[C@@]1(Sc2ccccc2)CC(=O)N[C@@H]1c1ccccc1
    -10.1% | 4.4
CC(=O)c1cccc(Nc2ccc(C#N)cc2)c1
    14.7% | -1.9
CCCNC(=O)C1(C)CCCN(C(=O)c2cccnc2Oc2ccccc2)C1 (stereo unspecified)
    0.6% | 5.8
Cc1cc(C)n2c(Nc3ccc4c(c3)OCCO4)c(C(C)C)nc2n1
    1.6% | 3.1
COc1cccc(C(C)(O)c2nc(-c3cnc4ccccc4c3)cs2)c1 (stereo unspecified)
    -13.4% | 1.6
O=C(c1[nH]c(C(F)(F)F)nc1-c1ccccc1)N1CCN(CCN2CCOCC2)CC1
    22.0% | 0.6

Some of the compounds tested; rates above refer to the full screens.
